hERG WT inh: blocks the wildtype human KCNH2 potassium channel; U2OS, BacMam KCNH2, thallium flux FluxOr; hits give low values; 340,000 tested, 0.37% active; activity change, % at 1.84 µM; AID 720551;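 active means maximum activity change below -70%; inconclusive means maximum activity change between -70% and -50%; inactive means maximum activity change above -50%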; further: on the % scale 0 is the no-effect control and ±100 the full control effect
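U2OS cells transduced with wild-type KCNH2 virus are loaded with FluxOr dye for 45 min, and thallium flux is measured in kinetic reads before and after stimulation buffer. Rate constants are normalized to DMSO controls.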
a7 integrin act: integrin-mediated muscular dystrophy alleviation activation | AID 624291 | alpha7betagal myoblasts, beta-gal FDG fluorescence, 48 h | Potency, µM (doses to about 38.3 µM), inactives show at the top dose activation, actives largely listed as activators | 350,000 tested, 0.064% active;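 further: potency means the concentration at half of the fitted maximal effect; 100% = response of the positive control SU9516; nearly all actives have a fitted effect of over 60% in size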
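Alpha7betagal+/- myoblasts (passage 13) were plated 16-24 hr, then exposed to compounds (1:260 dilution of DMSO stock) for 48 hours at 37C. After MPER lysis, β-galactosidase reporter activity was read as FDG fluorescence (ex 480/em 540) after 30 minutes.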
Coupling enz: inhibits coupling enzyme system, counter-screen for aldolase hits | activity change, negative = inhibition, % at 58.2 µM, hits read low | coupling enzyme system counterscreen, AmpLite Red fluorescence | 290,000 tested, 0.67% active | AID 2472; in the data active means activity change below about -30%; further: on the % scale 0 is the no-effect control and ±100 the full control effect
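Coupling enzymes only (glyceraldehyde-3-phosphate) + compound, at 57.5 uM final, 10 min RT; add substrate/coupling/AmpLite Red mix, 20 min RT; fluorescence ex 525/em 598 nm. Actives flag coupling-system interference.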
TRPV1 ag: activates the human vanilloid receptor TRPV1; Q8NER1; TRPV1-expressing cells, Fluo-8 calcium influx, agonist mode; activation, % at 8.33 µM; 320,000 tested, 0.19% active; AID 540275; in the data active means activation above about 80%; inconclusive means between about 30% and that limit; further: 0% is about no effect
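TRPV1-expressing cells were cultured overnight at 35.5C and loaded with Fluo-8 calcium dye for 40 to 90 min at room temperature. After a 10 s baseline, compound was added and calcium influx was read kinetically for 3 min (ex 480/em 520 nm).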
A-T KAP1 phos: potential ataxia-telangiectasia treatments restoring KAP-1 phosphorylation; […] A-T fibroblasts, KAP-1 phosphorylation AlphaLISA; neocarzinostatin DNA damage 30 min before lysis; Potency, µM (highest dose often 57.5 µM), for inactives: top-dose activation, hits mostly activators; 320,000 tested, 0.19% active; further: potency means the concentration at half of the fitted maximal effect; % of control where 0% means no effect; nearly all actives have a fitted effect of over 45% in size
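ATM-like activity read as KAP-1 phosphorylation via AlphaLISA donor/acceptor antibody pairs after lysis and 6 hr at 25C. Cells were ATM-null patient fibroblasts ([…], hTERT), dosed 60 min, then exposed to the DSB inducer NCS for 30 min.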
KCNH2 3.1 inh: blocks the human KCNH2 3.1 channel isoform; 340,000 tested, 0.95% active; activity change, % (tested at about 1.8 µM); U2OS KCNH2 3.1, thallium flux FluxOr; hits give low values;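 active means maximum activity change below -70%; inconclusive means maximum activity change from -70% to -50%; inactive means maximum activity change above -50%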;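 further: thallium influx rate constant from kinetic fluorescence after stimulation buffer; on the % scale 0 is the no-effect control and ±100 the full control effect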
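Normalized rate constant (relative to positive and negative DMSO controls) derived from a 2 min kinetic fluorescence read after stimulation; U2OS cells expressing the 3.1 isoform via virus at 1.77 x 10^8 /mL.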
GALK inh: inhibitors of human galactokinase | Purified GALK, Kinase-Glo residual ATP luminescence | P51570 | Potency, µM (highest dose often 57.5 µM), without a hit: top-dose activity change, negative = inhibition, most hits filed as inhibitors | 270,000 tested, 0.007% active; further: potency means the concentration at half of the fitted maximal effect; on the % scale 0 is the no-effect control and ±100 the full control effect
Target sequence (P51570 whole entry, looked up): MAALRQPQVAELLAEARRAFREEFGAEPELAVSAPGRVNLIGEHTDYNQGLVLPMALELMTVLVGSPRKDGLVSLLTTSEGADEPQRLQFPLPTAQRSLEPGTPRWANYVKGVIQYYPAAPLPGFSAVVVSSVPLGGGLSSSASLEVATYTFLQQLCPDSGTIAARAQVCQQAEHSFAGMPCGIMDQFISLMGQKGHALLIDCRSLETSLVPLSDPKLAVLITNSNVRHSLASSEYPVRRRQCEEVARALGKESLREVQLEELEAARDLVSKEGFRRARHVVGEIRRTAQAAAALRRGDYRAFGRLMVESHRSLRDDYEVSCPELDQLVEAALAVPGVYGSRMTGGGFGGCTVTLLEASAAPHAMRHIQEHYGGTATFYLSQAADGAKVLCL
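Luminescence from leftover ATP (Ultra-Glo luciferase/luciferin) served as read-out after a 1 h room-temperature reaction of 5 nM GALK with 35 uM ATP and 100 uM galactose.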
ASM inhibitor: blocks human secretory acid sphingomyelinase; AID 504937; 340,000 tested, 0.006% active; placental ASM, HMU-PC fluorogenic substrate, 60 min; Potency, µM (series often up to 57.5 µM), for inactives: at the highest dose activity change, negative = inhibition, usual class: inhibitors; P17405; further: potency means the concentration at half of the fitted maximal effect
Target sequence (P17405 47-631 limits assumed): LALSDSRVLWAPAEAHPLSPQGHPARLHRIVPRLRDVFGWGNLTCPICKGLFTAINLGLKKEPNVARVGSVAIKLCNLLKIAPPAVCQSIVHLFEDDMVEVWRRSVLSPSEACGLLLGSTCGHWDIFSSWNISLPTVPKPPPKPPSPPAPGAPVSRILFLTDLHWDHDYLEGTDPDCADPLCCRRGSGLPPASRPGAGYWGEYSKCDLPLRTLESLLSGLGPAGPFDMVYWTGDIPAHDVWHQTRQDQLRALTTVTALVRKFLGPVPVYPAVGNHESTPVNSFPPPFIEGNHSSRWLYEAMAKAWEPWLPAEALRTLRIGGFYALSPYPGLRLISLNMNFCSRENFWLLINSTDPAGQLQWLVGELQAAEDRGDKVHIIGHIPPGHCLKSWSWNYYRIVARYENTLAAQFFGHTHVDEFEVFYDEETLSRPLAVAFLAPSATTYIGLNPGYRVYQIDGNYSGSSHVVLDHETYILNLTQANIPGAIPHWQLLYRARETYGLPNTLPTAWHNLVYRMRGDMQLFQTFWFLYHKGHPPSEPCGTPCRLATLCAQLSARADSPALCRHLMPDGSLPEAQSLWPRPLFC
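Fluorescence read-out (Ex 386 nm, Em 447 nm) after stopping the reaction at pH 10. Enzyme: ASM from human placenta; substrate HMU-PC0, 9 uM final; 60 min, 37 °C. Compound preincubation 10 min, ambient temperature.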
CXXC DNA block: blocks binding of human MLL CXXC domain to DNA | Potency, µM (highest dose often 115 µM), for the others: at the top dose activity change, negative = inhibition, usual class: inhibitors | MLL-CXXC / FITC-HOXA9 DNA fluorescence polarization | Q03164 | 290,000 tested, 0.037% active | AID 2662; active means well fitted inhibition curve with a large enough effect in the polarisation, with a control signal flat, not every such curve was filed as active; inconclusive means small, poorly fitted or top-dose-only effect, or effect the other way, or a change in a side signal; inactive means no such curve, though single readings can be large or run the other way; the % refers to the polarisation; further: potency means the concentration at half of the fitted maximal effect
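Steps: dispense CXXC domain solution (7 uM) → pin compounds or unlabeled HOX-A9 DNA control → 5 min ambient → add FLSN-HOX-A9 solution (50 nM) → spin → 30 min ambient → fluorescence polarization. Tris pH 7.5/NaCl/DTT/BSA buffer.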
MBNL1-CUG inh: inhibitors of human MBNL1 binding to CUG repeat RNA; Q9NR56; 280,000 tested, 0.036% active; TR-FRET MBNL1-His/biotin-(CUG)12 binding, 665/545 ratio; Potency, µM (highest dose often 57.5 µM), for inactives: at the highest dose activity change, negative = inhibition, usual class: inhibitors; active means well fitted inhibition curve with a large enough effect in the signal ratio, with a control signal flat, not every such curve was filed as active; inconclusive means small, poorly fitted or top-dose-only effect, or effect the other way, or a change in a side signal; inactive means no such curve, though single readings can be large or run the other way; the % refers to the signal ratio; further: potency means the concentration at half of the fitted maximal effect; on the % scale 0 is the no-effect control and ±100 the full control effect
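TR-FRET readout: Ex 340 nm, 665/545 nm emission ratio, normalized to buffer-only (basal) and MBNL1-(CUG)12 controls. Complex of MBNL1-His with Biotin-(CUG)12, compounds 92 nM–58 uM, incubated 60 min at room temperature.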
Starred values were filed as active, the others as inactive; ? = inconclusive; · = not tested or not shown; [ ] = remark or other dose. Unless noted, the call rests on the fitted dose curve; in most records, active means well fitted curve in the direction sought with a large enough effect; inconclusive means small, poorly fitted or top-dose-only effect, or another doubt; inactive means no such curve, though single readings can be large; an effect the other way counts as inactive or inconclusive.

Every second line gives: hERG WT inh	a7 integrin act	Coupling enz	TRPV1 ag	A-T KAP1 phos	KCNH2 3.1 inh	GALK inh	ASM inhibitor	CXXC DNA block	MBNL1-CUG inh
> O=C(Cn1nc(-c2ccccc2)ccc1=O)Nc1ccc(-n2cnnn2)cc1
  9	-12%	3	4	-7%	-4	0%	-4%	-5%	-8%
> O=C(CSc1ccccc1)N(c1ccc(Br)cc1)c1nccs1
  1	7%	0	6	2%	-1	1%	-4%	5%	·
> Cc1ccc(O)c(C2=NOC(O)(C(F)(F)C(F)F)C2)c1 (stereo not given)
  0	-22%	3	2	1%	1	0%	0%	-8%	-3%
> CN(Cc1cnn(C)c1)C(=O)c1ccc(OC2CCN(CCc3ccccc3)CC2)cc1
  41	-17%	1	0	5%[11.5 µM]	4	3%	9%	-10%	1%
> CC(C)C(=O)NCc1cc(-c2ccccc2)no1
  3	6%	-1	2	2%	8	-1%	-5%	0%	4%
> CCOC(=O)CSc1nnc(CNC(=O)c2cc(OCC)c(OCC)c(OCC)c2)n1C
  2	-2%	2	3	3%	-12	1%	-2%	-4%	2%
> CC(=O)NS(=O)(=O)c1ccc(NC(=O)c2ccc(-n3nc(C)cc3C)cc2)cc1
  -1	-1%	1	0	-16%	16	-2%	-1%	-1%	-3%
> O=C(NCc1ccco1)C(c1cccs1)N(C(=O)C1COc2ccccc2O1)c1cccc(O)c1 (stereo not given)
  6	9%	6	1	-10%	-1	1%	-1%	11%	?
> CC1CC(C)(C)N(C(=O)CN2C(=O)CCC2=O)c2ccccc21 (stereo not given)
  -1	33%	-9	0	-1%	2	1%	0%	-7%	-4%
> Cc1ccc(/C=N/NC(=O)CSc2nc3nc(C)cc(C)n3n2)cc1
  -17	-5%	3	3	-4%	4	-1%	-1%	4%	12%
> COCCNc1c(-c2ccc(OC)cc2)nc2ccc(Cl)cn12
  5	14%	-21	?	3%	3	5%	41%[activator]	-3%	6%
> COc1ccc(C)c(NC(=O)C2CC(=O)NC3=C2C(=O)CCC3)c1 (stereo not given)
  2	1%	2	1	3%	12	-1%	6%	?	2%
> CCCc1nc(-c2ccccc2O)n(-c2ccccc2)n1
  -9	-17%	0	4	4%	-4	0%	-1%	-1%	9%
> Cc1ccc(C(=O)NCC(=O)NC23CC4CC(CC(C4)C2)C3)cc1
  -4	-48%[inhibitor]	·	18	5%	24	0%	-8%	8%	4%
> CN(C)N=Nc1nc[nH]c1C(N)=O
  6	·	·	9	-3%	-2	·	2%	·	·
> CCCCc1cc(=O)oc2cc(OCC(=O)Nc3cccnc3)c(Cl)cc12
  31	?	·	6	6%	17	1%	1%	2%	11%
> COc1cccc2cc(C(=O)NC(C)c3ccccc3)c(=O)oc12 (stereo not given)
  -7	-29%	2	15	4%	-19	2%	0%	24%	?
> COc1ccc2[nH]c(C(=O)O)c(NC(=O)c3cc(OC)c(OC)c(OC)c3)c2c1
  1	22%	6	4	5%	3	3%	2%	10%	6%
> COc1ccc(N/C=C(\[N+](=O)[O-])S(=O)(=O)c2ccccc2)cc1
  -1	13%	-5	-2	15%	12	4%	4%	5%	-3%
> CC(=O)c1sc(NC(=O)c2ccc(Cn3cc(Br)cn3)o2)nc1C
  5	5%	14	-2	4%	12	-3%	-12%	-1%	4%
> N#Cc1c(N)sc(=S)c2c1CCN(Cc1ccccc1)C2
  ·	·	-59*	6	-3%	·	?	·	?	?
> O=C(CCC(=O)c1ccc(Br)cc1)Nc1cccc(C(F)(F)F)c1
  4	16%	0	6	11%	-5	-1%	-18%	5%	1%
> Cc1c(CCOC(=O)c2cc([N+](=O)[O-])ccc2Cl)sc[n+]1CCCCS(=O)(=O)[O-]
  -1	-22%	3	2	2%	3	-2%	23%	2%	?
> Cc1ccc(S(=O)(=O)NCC(=O)N2CCN(c3ccccc3F)CC2)cc1
  -5	-18%	4	0	-12%	-12	1%	0%	3%	-11%
> CCCCc1c(C)[nH]c(C(=O)OCC)c1C
  -2	-10%	-1	?	4%	-8	4%	3%	4%	·
> CCNC(=S)N(Cc1cc2cc(C)ccc2[nH]c1=O)C1CCCC1
  6	-6%	-5	-4	3%	3	·	-5%	12%	?
> CN1C(=O)c2ccccc2N(C)C1c1ccc(F)cc1 (stereo not given)
  1	-3%	2	1	11%	27	-3%	·	26%	-3%
> O=C(CCCc1nc2ccccc2s1)NC1CCOC1=O (stereo not given)
  4	13%	0	5	-3%	9	1%	1%	-5%	·
> COc1ccccc1OCCn1cc(C(=O)O)c2ccccc21
  -5	0%	10	1	-4%	-4	5%	4%	2%	2%
> O=C(Cc1coc(-c2ccc(F)cc2)n1)NC1CCCCC1
  -7	-6%	2	?	6%	-5	0%	-1%	-1%	3%
> CCN1C(=O)CC(c2ccco2)Sc2ccccc21 (stereo not given)
  -2	?	2	8	1%	7	-3%	6%	-2%	3%
> COc1ccccc1-c1ccc(SCc2cccc(F)c2)nn1
  13	10%	-1	0	12%	-22	-1%	2%	-5%	4%
> COc1ccccc1NC(=O)Nc1nnc(CC(=O)Nc2cccc(C)c2)s1
  2	35%	2	-4	11%	-8	1%	-2%	40%[activator]	-5%
> CC(=O)Nc1cccc(NC(=O)CSc2nccn2Cc2ccco2)c1
  -9	7%	·	-7	-7%	11	-7%	·	-5%	-4%
> CCC(C)Sc1nnc(-c2c[nH]c3ccccc23)n1CCOC (stereo not given)
  -27	24%	1	4	-4%	13	-1%	2%	-8%	-7%
> Fc1ccc(/C=N/Nc2nc(-c3cccnc3)nc3ccccc23)cc1
  -7	-11%	-1	19	0%	0	2%	105%[activator]	-8%	6%
> CN(CCC#N)C(=S)NC(=O)c1ccc(S(=O)(=O)N2CCOCC2)cc1
  -3	-4%	-2	2	1%	-17	1%	-1%	-3%	4%
> CCCCSc1nnc([C@@H](NC(=O)OC(C)(C)C)C(C)C)o1
  1	-39%	-1	?	8%	-1	5%	-4%	-6%	-8%
> COC(=O)c1ccc(Cn2nc(C)c(Cl)c2C)o1
  0	13%	1	1	26%	?	-2%	1%	?	-17%
> CNC[C@H](CC1CCCCC1)NC[C@H](Cc1ccccc1)NCCC12CC3CC(CC(C3)C1)C2
  -3	-44%	-2	23	4%	2	·	5%	?	-4%
> COc1cc(OC)cc(-c2nnc(NC(=O)CCS(=O)(=O)c3ccc(F)cc3)o2)c1
  0	-48%[inhibitor]	·	0	8%	-75*	·	2%	·	·
> Cc1c(N2C(=O)CSC2=S)c(=O)n(-c2ccccc2)n1C
  0	-20%	-3	-2	0%	16	9%	4%	3%	-2%
> CCCC(C)NC(=O)CN(c1ccc2c(c1)OCCO2)S(=O)(=O)c1ccccc1 (stereo not given)
  -5	1%	2	4	-6%	-2	-2%	3%	12%	-15%
> c1csc(CNc2ccc3c(c2)OCCO3)c1
  -14	-11%	-31*	-4	-3%	4	0%	20%	1%	·
> CC1(C)C(=O)OC(c2ccccc2)C(C)(C)C1=O (stereo not given)
  4	-22%	-1	0	7%	1	10%	-3%	-2%	-11%
> O=[N+]([O-])c1cccc(-c2nnc(-c3ccccc3F)o2)c1
  3	-13%	4	19	2%	4	4%	-1%	6%	?
> O=C(c1ccccc1C(=O)N1CCN(c2ccccc2)CC1)N1CCN(c2ccccc2)CC1
  2	-8%	-4	-2	0%	3	0%	0%	8%	1%
> OCc1nc2ccccc2n1CCCOc1ccc(Br)cc1
  1	-2%	-1	?	·	2	0%	-1%	-3%	-4%
> CN(CC1CCCN(CCc2ccc(Cl)cc2)C1)C(=O)c1ccoc1 (stereo not given)
  -20	-12%	·	0	6%	?	-5%	10%	4%	-7%

Four entries from above in a different format.
molecule	hERG WT inh	a7 integrin act	Coupling enz	TRPV1 ag	A-T KAP1 phos	KCNH2 3.1 inh	GALK inh	ASM inhibitor	CXXC DNA block	MBNL1-CUG inh
CCCC(C)NC(=O)CN(c1ccc2c(c1)OCCO2)S(=O)(=O)c1ccccc1 (stereo not given)	-5	1%	2	4	-6%	-2	-2%	3%	12%	-15%
OCc1nc2ccccc2n1CCCOc1ccc(Br)cc1	1	-2%	-1	?	·	2	0%	-1%	-3%	-4%
c1csc(CNc2ccc3c(c2)OCCO3)c1	-14	-11%	-31*	-4	-3%	4	0%	20%	1%	·
O=C(c1ccccc1C(=O)N1CCN(c2ccccc2)CC1)N1CCN(c2ccccc2)CC1	2	-8%	-4	-2	0%	3	0%	0%	8%	1%
